Compound activity from PubChem BioAssay.
NLRP3 yeast inh: NALP3 inflammasome inhibitors in reconstituted yeast, primary screen, luminescence, uHTS; AID 2825, 2010; 330,000 tested, 0.39% active; Yeast reconstituted NLRP3/ASC/caspase-1, beta-gal luminescence, 24 h; inhibition, % at 10 µM;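 active = inhibition of 50% or more; inactive = inhibition below 50%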;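 also: plate controls were induced DMSO wells for no effect and uninduced yeast grown without galactose for full effect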
hIAP block: human IAP inhibitors, primary screen, biochemical, luminescence, uHTS; Intestinal-type alkaline phosphatase (Homo sapiens), P09923; purified IAP, CDP-Star luminescence, 30 min; inhibition, % at 10 µM; 330,000 tested, 0.12% active;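 active = inhibition reaching a set limit with compound at 10 µM in the primary screen, cut at about 35% in these data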;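 also: plate controls were DMSO wells with enzyme for no effect and no-enzyme buffer wells for full effect; values of inactives mirror those of a sister screen read the other way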
Target sequence (P09923 whole entry, looked up): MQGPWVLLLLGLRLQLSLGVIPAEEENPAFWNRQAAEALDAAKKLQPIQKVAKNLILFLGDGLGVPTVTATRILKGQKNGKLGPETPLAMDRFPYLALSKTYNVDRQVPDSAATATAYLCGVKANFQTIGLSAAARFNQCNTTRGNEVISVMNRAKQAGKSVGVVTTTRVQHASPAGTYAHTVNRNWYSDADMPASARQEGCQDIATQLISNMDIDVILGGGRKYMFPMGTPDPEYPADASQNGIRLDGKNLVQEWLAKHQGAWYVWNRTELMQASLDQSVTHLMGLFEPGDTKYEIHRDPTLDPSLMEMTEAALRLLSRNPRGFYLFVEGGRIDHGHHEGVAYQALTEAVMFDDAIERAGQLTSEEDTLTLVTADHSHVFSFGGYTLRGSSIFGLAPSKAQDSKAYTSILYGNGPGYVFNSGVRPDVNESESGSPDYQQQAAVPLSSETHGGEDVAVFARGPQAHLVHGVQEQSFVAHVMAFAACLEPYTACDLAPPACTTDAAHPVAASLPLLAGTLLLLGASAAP
A3A deaminase: APOBEC3A ssDNA deaminase inhibitors, primary screen, selectivity assay for APOBEC3G inhibitor project, biochemical, FAM/TAMRA oligo cleavage fluorescence; DNA dC->dU-editing enzyme APOBEC-3A (Homo sapiens), P31941; recombinant A3A, FAM/TAMRA ssDNA deamination fluorescence; inhibition, % at 20 µM; 330,000 tested, 0.41% active; AID 493011, 2011;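 active = at least 40% inhibition at 20 µM here, with at most 30% in a related deaminase screen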;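 also: plate controls were A3A with DMSO for no effect and wells lacking A3A enzyme for full effect; some results filed as inactive read as strong as hits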
Target sequence (P31941 whole entry, looked up): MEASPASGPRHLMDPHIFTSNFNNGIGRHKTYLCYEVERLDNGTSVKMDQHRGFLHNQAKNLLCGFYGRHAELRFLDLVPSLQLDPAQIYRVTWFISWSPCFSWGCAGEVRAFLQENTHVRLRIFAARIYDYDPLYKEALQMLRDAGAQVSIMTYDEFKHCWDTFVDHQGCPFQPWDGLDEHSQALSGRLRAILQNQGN
MIN6 prolif: inducers of MIN6 beta-cell proliferation, primary screen, ATP luminescence, uHTS | MIN6 cells proliferation, ATPlite luminescence, 48 h; cells starved in 0.2% serum; 100% = growth in 10% serum | 330,000 tested, 0.29% active | proliferation, % at 10 µM | AID 2380, 2010;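 active = compounds whose signal lies at least 3.5 SD above the mean of all wells on their plate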;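 also: 0% = DMSO-treated cells in low-serum medium and 100% = 10% serum control; some compounds called inactive have numbers as strong as hits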
SENP1 FRET inh: human SENP1 catalytic domain inhibitors, primary screen, biochemical, FRET, uHTS; AID 624204, 2012; recombinant SENP1 catalytic domain, CyPet-SUMO1-YPet FRET cleavage; inhibition, % at 10 µM; 360,000 tested, 0.21% active;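 active = inhibition at least 30% at 10 µM, raw YFP signal under a set limit, fluorescence ratio 0.5 to 1.5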;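 also: 0% = enzyme with DMSO and 100% = no enzyme wells; some results filed as inactive read as strong as hits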
Target sequence (Q9P0U3 419-644 limits assumed): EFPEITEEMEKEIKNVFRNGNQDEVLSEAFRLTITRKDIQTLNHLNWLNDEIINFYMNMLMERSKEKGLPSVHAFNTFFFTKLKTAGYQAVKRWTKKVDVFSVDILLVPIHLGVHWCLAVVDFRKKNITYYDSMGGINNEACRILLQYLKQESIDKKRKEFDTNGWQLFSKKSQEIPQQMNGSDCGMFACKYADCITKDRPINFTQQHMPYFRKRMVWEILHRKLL
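system = hSENP1 catalytic domain, recombinant | reagent = SFCypet-SUMO1-SFYpet substrate at 25 nM | doses = one dose per compound, 10 µM, 0.5% DMSO | incubation = enzyme reaction for 50 min at room temperature, dark | measured by = FRET, CFP and YFP emission | controls = no-enzyme low, enzyme-DMSO high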
APOBEC3G inh: APOBEC3G DNA deaminase inhibitors, primary screen, biochemical, fluorescence, single-stranded DNA substrate, uHTS; DNA dC->dU-editing enzyme APOBEC-3G (Homo sapiens), Q9HC16; recombinant A3G, ssDNA deamination FAM/TAMRA fluorescence; inhibition, % at 20 µM; 330,000 tested, 0.28% active;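 active = inhibition of at least 40% at 20 µM, with no more than 30% in the related APOBEC3A deaminase screen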;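 also: plate controls were DMSO wells with A3G for no effect and wells lacking A3G enzyme for full effect; some compounds called inactive have numbers as strong as hits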
hIAP act: human IAP activators, primary screen, biochemical, luminescence, uHTS; activation factor at 10 µM; purified human IAP, CDP-Star luminescence, 30 min; active compounds read high; 1 = vehicle-only enzyme, 0 = enzyme-free background; Intestinal-type alkaline phosphatase (Homo sapiens), P09923; 330,000 tested, 0.16% active;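 active = activation factor of the enzyme at least 2-fold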; also: the source names both 10 and 20 µM as test concentration; values of inactives mirror those of a sister screen read the other way
mIAP activ: activators of mouse IAP, primary screen, biochemical, luminescence, uHTS; AID 2805, 2010; intestinal alkaline phosphatase [Mus musculus]; 330,000 tested, 0.24% active; activation factor at 10 µM; muIAP, CDP-Star luminescence, 30 min; active compounds read high; 1 = vehicle-only enzyme signal, 0 = enzyme-free wells;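 active = activation factor of at least 2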; also: the source names both 10 and 20 µM as test concentration; values of inactives mirror those of a sister screen read the other way
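Assay system: mouse IAP enzyme / Compound: DMSO-dissolved test compounds / Timing: 30 min, room temperature / Measured by: luminescence from enzymatic CDP-Star hydrolysis / Control set: DMSO-only wells, enzyme-free buffer wells as negative control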
mIAP block: inhibitors of mouse IAP, primary screen, biochemical, luminescence, uHTS. inhibition, % at 10 µM. purified mouse IAP, CDP-Star luminescence, 30 min. AID 2806, 2010. 330,000 tested, 0.2% active;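 active = inhibition of at least 40% at 10 µM in the primary screen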;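 also: plate controls were DMSO with enzyme for no effect and no enzyme wells for full effect; values of inactives mirror those of a sister screen read the other way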
Numbers without * were called inactive. This is a subset; the hit share may differ from the screen's.

SMILES	NLRP3 yeast inh	hIAP block	A3A deaminase	MIN6 prolif	SENP1 FRET inh	APOBEC3G inh	hIAP act	mIAP activ	mIAP block
O=c1ncn(-c2cccc([N+](=O)[O-])c2)c2ccccc12	22	-18	-2	-2	1	-11	1.2	1	0
Nc1nonc1-n1nnc(C(=O)N/N=C/c2ccc(O)cc2)c1CN1CCCCCC1	12	3	-4	-3	-2	-6	0.97	0.91	9
Cc1ccc(CNC(=O)C2CC(c3ccccc3C(F)(F)F)=NO2)o1 (stereo not given)	-3	5	-1	-2	-13	-7	0.95	0.97	3
CCCCCn1nc(C(=O)N(CC(C)C)c2c(N)n(CCCC)c(=O)[nH]c2=O)c2ccccc2c1=O	1	-24	2	-7	1	1	1.2	0.94	6
Cc1cc(OCc2cc(C(=O)N(C)CCCN3CCOCC3)no2)cc(C)c1Cl	26	-17	-3	1	-1	-2	1.2	0.95	5
CC(=O)Nc1ccc(S(=O)(=O)N[C@@H](C)C(=O)N(C)Cc2cccs2)cc1	3	7	-3	-1	-1	-4	0.93	1	-2
Cc1ccc(Nc2nnns2)cc1	8	-2	2	-4	-1	41*	1	0.93	7
O=C(O)c1ccc(N/N=C/c2ccc(OC(=O)c3cccc(Cl)c3)cc2)cc1	12	8	0	-4	-1	-3	0.92	0.89	11
COc1ccc(NC(=O)C23CCC(C2)C(C)(C)C3=O)cc1 (stereo not given)	4	-11	1	-3	2	1	1.1	0.97	3
O=C(Nc1ccccc1)C1=C[C@H](c2csc3ccccc23)C[C@H](OCc2ccc(CO)cc2)O1	16	-10	-5	-9	0	-11	1.1	1	-3
COc1ccc(C(=O)Nc2ccc(S(=O)(=O)N3CCN(C)CC3)cc2)cc1	20	2	-1	-2	1	-8	0.98	0.96	4
CC(C)c1ccc(NC(=O)CN2CCN(c3ccccn3)CC2)cc1	14	-10	-3	-2	1	-5	1.1	1.1	-6

Entries of single compounds from above:
Cc1cc(OCc2cc(C(=O)N(C)CCCN3CCOCC3)no2)cc(C)c1Cl reads NLRP3 yeast inh = 26; hIAP block = -17; A3A deaminase = -3; MIN6 prolif = 1; SENP1 FRET inh = -1; APOBEC3G inh = -2; hIAP act = 1.2; mIAP activ = 0.95; mIAP block = 5
COc1ccc(C(=O)Nc2ccc(S(=O)(=O)N3CCN(C)CC3)cc2)cc1 reads NLRP3 yeast inh = 20; hIAP block = 2; A3A deaminase = -1; MIN6 prolif = -2; SENP1 FRET inh = 1; APOBEC3G inh = -8; hIAP act = 0.98; mIAP activ = 0.96; mIAP block = 4
CC(C)c1ccc(NC(=O)CN2CCN(c3ccccn3)CC2)cc1 reads NLRP3 yeast inh = 14; hIAP block = -10; A3A deaminase = -3; MIN6 prolif = -2; SENP1 FRET inh = 1; APOBEC3G inh = -5; hIAP act = 1.1; mIAP activ = 1.1; mIAP block = -6

New compounds follow.
SMILES	NLRP3 yeast inh	hIAP block	A3A deaminase	MIN6 prolif	SENP1 FRET inh	APOBEC3G inh	hIAP act	mIAP activ	mIAP block
Cc1ccc(Cn2ccc(NC(=O)CCSc3nc(-c4ccco4)cc(C(F)(F)F)n3)n2)cc1	18	0	-1	-5	-3	-5	1	0.91	9
Cc1ccc(NC(=O)c2ccc(Cl)c(S(=O)(=O)N3CCCC3)c2)nc1	-5	-4	-1	3	2	-8	1	1	0
CC(=O)N/C(=C/c1ccc2c(c1)OCO2)C(=O)NCC(=O)O	1	-9	0	-2	2	0	1.1	1.1	-12
COc1cccc2sc(N)nc12	14	17	-3	2	0	-10	0.83	1.1	-6
COCc1cc(C)nc(Oc2ccccc2)c1C#N	-6	8	3	-2	-2	-2	0.92	0.95	5
CCCCNC(=O)c1cn(CC)c2ccc(S(=O)(=O)N3CCCCCC3)cc2c1=O	2	-2	-5	-2	0	-8	1	0.96	4
CCOCC(=O)N(CC)Cc1ccccc1	2	-2	-1	-1	0	0	1	0.93	7
CCCC12CN3CCN(CC(C3)/C1=N\NC(=O)Nc1ccccc1)C2	21	-5	1	0	1	0	1.1	0.97	3
FC(F)(F)c1cc(-c2ccco2)nc(-n2nc(C(F)(F)F)cc2C2CC2)n1	-7	2	-1	1	-1	4	0.98	0.97	3
CCN1/C(=C\C(=S)Nc2ccccc2)Sc2ccccc21	30	5	2	-6	-7	-5	0.95	0.83	17
CCN(CC1CCCO1)C(=O)c1cc(COc2ccc(F)cc2F)on1 (stereo not given)	14	25	2	-6	3	2	0.75	1	-3
O=C(COC(=O)c1ccc(Br)o1)NCc1ccc2c(c1)OCO2	2	-6	2	-1	2	1	1.1	1	-3
CC(=Nc1ccccc1)C1=C(O)CCCC1=O	-11	11	1	-2	2	0	0.89	0.95	5
COc1ccc(NS(=O)(=O)N2CCOCC2)cc1	0	-14	2	-3	-1	-5	1.1	1	-2
CC(=O)N(C)c1ccc(NC(=O)Nc2ccc(C)c(C)c2)cc1	-1	-18	1	-1	2	-6	1.2	1.6	-63
Cc1noc(C)c1NC(=O)Nc1cccc2c1O[C@H](CN(C)C(=O)Nc1ccc(C(F)(F)F)cc1)[C@@H](C)CN([C@H](C)CO)C2=O	3	2	-2	-1	3	-2	0.98	1.1	-9
COc1cc(/C=N/NC(=O)c2ccc(Cl)cc2)ccc1OCC(=O)N1CC(C)OC(C)C1 (stereo not given)	8	-25	-1	1	1	-8	1.2	1.1	-9
COc1cccc(OC)c1C1=CC(=O)C[C@H](c2ccc3c(c2)OCO3)C1	15	-2	-2	-4	1	-8	1	1	-2
CC(C)(C)c1ccc(NC(=O)COC(=O)C2=COCCO2)cc1	8	-4	-1	-3	3	-6	1	0.96	4
O=C(NC1CCCc2ccccc21)c1n[nH]c(=O)c2ccccc12 (stereo not given)	11	-1	3	0	2	-2	1	0.97	3
Cc1ccc(C2C=NN(c3ccccc3)C2=O)cc1 (stereo not given)	-39	3	-2	-2	1	-7	0.97	0.98	2
C=CC[C@H](CC(=O)N(CCO)Cc1ccccc1)C(=O)N[C@H](C)COC(=O)[C@@H](CC=C)Cc1ccc(F)cc1	31	-20	2	-4	0	-5	1.2	0.94	6
O=C(Nc1nnc(CCN2CCCCC2)s1)c1ccc(Cl)cc1Cl	0	-2	-5	-2	1	-8	1	0.94	6
Cc1ccc(C(=O)C(C)OC(=O)C2CCN(c3ccc(C(F)(F)F)cn3)CC2)cc1C (stereo not given)	24	-31	-1	-6	-2	14	1.3	0.99	1
C=CCNC(=O)CN(c1ccccc1OCC)S(=O)(=O)c1ccc(C)cc1	3	-7	0	4	3	0	1.1	1.1	-7
Clc1ccc(-c2cc(CN3CCOCC3)no2)cc1	18	3	-2	1	1	-7	0.97	1	-2
N#Cc1cn(-c2ccccc2)nc1-c1ccccc1	-10	-1	-5	0	2	-1	1	1	0
CCC(C)C(NC(=O)c1ccc(Cl)cc1)C(=O)Nc1cccnc1 (stereo not given)	12	1	0	-2	2	-10	0.99	1.2	-22
Cc1ccc(CNC2=NCCCCC2)n1C	8	16	-4	-2	-7	-6	0.84	0.98	2
CCOC(=O)c1ccc2c(c1)nc(COc1ccc(OC)cc1)n2CC	61*	18	0	1	1	-5	0.82	0.97	3
O=C(Nc1ccccc1)N1CCC(c2nc(-c3ccc(S(=O)(=O)N4CCOCC4)cc3)no2)CC1	-5	-8	-2	-4	2	-5	1.1	1	-2
CC(/C=C/c1ccc(O)cc1)=N/O	9	-32	-6	-1	1	-13	1.3	0.96	4
CN(C)C(=O)CSc1nc2ccccc2c(=O)[nH]1	14	3	4	2	2	-1	0.97	1	-3
O=C(Nc1cccnc1)C1(F)C(F)(F)C(F)(F)C(F)(F)C(F)(F)C1(F)F	12	3	0	-1	-1	-3	0.97	1.1	-8
O=C(COC(=O)c1cc(=O)[nH]c2ccccc12)NCc1cccs1	-3	19	-2	-1	-2	-7	0.81	0.98	2
CCn1c(C)nc2cc(C(=O)N/N=C/c3cccc(OC)c3O)ccc21	4	-66	-1	0	9	0	1.7	1	-3

Five entries out of the list above, ordered by the number in hIAP block, falling:
molecule	hIAP block
O=C(COC(=O)c1cc(=O)[nH]c2ccccc12)NCc1cccs1	19
O=C(Nc1cccnc1)C1(F)C(F)(F)C(F)(F)C(F)(F)C(F)(F)C1(F)F	3
CCC(C)C(NC(=O)c1ccc(Cl)cc1)C(=O)Nc1cccnc1 (stereo not given)	1
C=CCNC(=O)CN(c1ccccc1OCC)S(=O)(=O)c1ccc(C)cc1	-7
O=C(Nc1ccccc1)N1CCC(c2nc(-c3ccc(S(=O)(=O)N4CCOCC4)cc3)no2)CC1	-8

Following part:
SMILES	NLRP3 yeast inh	hIAP block	A3A deaminase	MIN6 prolif	SENP1 FRET inh	APOBEC3G inh	hIAP act	mIAP activ	mIAP block
Cc1cc(C(=O)NC2CCCc3c2cnn3-c2cccc(C)c2C)n(C)n1 (stereo not given)	15	-29	1	-7	-2	0	1.3	0.91	9
O=C(CSc1nnc(-c2ccco2)n1CC1CCCO1)c1ccccc1 (stereo not given)	25	0	1	0	1	-3	1	0.98	2
Cc1ccccc1CN1CCN(C(=O)c2cccc(F)c2)CC1	11	8	0	-1	1	-2	0.93	0.99	1
O=C1c2ccccc2C(=O)N1c1ccccc1S(=O)C(F)(F)F (stereo not given)	-6	-8	-5	-2	11	-6	1.1	1.1	-8
C[C@]12C(=O)N(c3ccc(Br)cc3)C(=O)N1[C@@H]1c3ccccc3OC[C@@H]1[C@H]2c1ccccc1	-4	-3	-1	-5	1	-12	1	1.1	-6
O=S(=O)(c1cccc2cccc(Cl)c12)N1CCCC1	3	8	0	2	0	-4	0.92	1	0
Cc1ccc(CNS(=O)(=O)c2cc(F)ccc2CN2C(=O)c3cccnc3C2=O)o1	7	-11	-3	1	-2	-3	1.1	1	-4
COc1ccccc1C(C)NCC(=O)Nc1ccccc1C(F)(F)F (stereo not given)	3	-7	-2	5.3*	2	-3	1.1	0.95	5
CCn1ccnc1CNC(=O)CC1C(=O)NCCN1CCCc1ccccc1 (stereo not given)	5	-7	-6	10	-4	-4	1.1	1	-1
CC(=O)Cc1nsc(NC(=O)c2ccc(COc3ccc(C)cc3)o2)n1	8	-2	-2	0	4	-4	1	0.92	8
CCOc1ccc(OCC)c(NC(=O)CSc2nc3ccccc3c(=O)n2C)c1	10	0	4	-6	-1	2	1	0.96	4
